AmpC inh no detg – inhibitors of E. coli AmpC beta-lactamase without detergent. P00811. AmpC nitrocefin hydrolysis, absorbance 480 nm, 0.0001% Triton. Potency, µM (doses to about 57.1 µM), for inactives: at the top dose activity change, negative = inhibition, most hits filed as inhibitors. hit rate 0.52% among 330,000. AID 485341;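 further: potency means the concentration at half of the fitted maximal effect; plate controls were no compound for no effect and no enzyme for full effect; nearly all actives have a fitted effect of over 20% in size; some results filed as inactive show a strong effect at the top dose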
Target sequence (P00811 whole entry, looked up): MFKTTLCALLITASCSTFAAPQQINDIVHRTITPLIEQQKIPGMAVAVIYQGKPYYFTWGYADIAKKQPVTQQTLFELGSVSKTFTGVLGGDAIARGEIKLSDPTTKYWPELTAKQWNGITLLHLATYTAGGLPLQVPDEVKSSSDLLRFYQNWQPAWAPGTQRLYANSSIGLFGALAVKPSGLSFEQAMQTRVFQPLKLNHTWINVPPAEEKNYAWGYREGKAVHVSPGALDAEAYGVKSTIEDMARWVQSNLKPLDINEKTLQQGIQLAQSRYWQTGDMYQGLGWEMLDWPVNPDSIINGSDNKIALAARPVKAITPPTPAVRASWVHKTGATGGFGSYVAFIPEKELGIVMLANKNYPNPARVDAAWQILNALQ
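AmpC (5.3 nM in the dispensed reagent) in 20 mM phosphate pH 7.0 with 0.01% (detergent screen) or 0.0001% Triton X-100 was preincubated with compounds for 15 min at room temperature. Nitrocefin was then added from an 800 uM solution, and hydrolysis was followed at 480 nm.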
AmpC detergent – inhibitors of E. coli AmpC beta-lactamase with detergent; hit rate 0.041% among 370,000; Potency, µM (doses to about 114 µM), without a hit: top-dose activity change, negative = inhibition, usual class: inhibitors; AmpC hydrolysis of nitrocefin, absorbance 480 nm, 0.01% Triton; P00811;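 further: potency means the concentration at half of the fitted maximal effect; 0% = no-compound wells and -100% = no-enzyme wells; nearly all actives have a fitted effect of over 25% in size; some results filed as inactive show a strong effect at the top dose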
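AmpC (5.3 nM in the dispensed reagent) in 20 mM phosphate pH 7.0 with 0.01% (detergent screen) or 0.0001% Triton X-100 was preincubated with compounds for 15 min at room temperature. Nitrocefin was then added from an 800 uM solution, and hydrolysis was followed at 480 nm.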
Shiga toxin inh – Shiga toxin inhibition | Vero cells, Shiga toxin protein synthesis inhibition reporter | inhibition, % at 38.7 µM | hit rate 9.2% among 290,000 | AID 2315; in the data active means inhibition mostly above about 28%, no sharp cut-off; inactive means mostly below about 43%; further: 0% is about no effect
FBPA Giardia inh – inhibitors of Giardia lamblia fructose-1,6-bisphosphate aldolase; A8B2U2; purified Giardia FBPA; Potency, µM (series often up to 59.6 µM), inactives show top-dose activity, negative = inhibition, usual class: inhibitors; hit rate 0.71% among 290,000; further: potency means the concentration at half of the fitted maximal effect; on the % scale 0 is the no-effect control and ±100 the full control effect; nearly all actives have a fitted effect of over 55% in size
Target sequence (A8B2U2 whole entry, looked up): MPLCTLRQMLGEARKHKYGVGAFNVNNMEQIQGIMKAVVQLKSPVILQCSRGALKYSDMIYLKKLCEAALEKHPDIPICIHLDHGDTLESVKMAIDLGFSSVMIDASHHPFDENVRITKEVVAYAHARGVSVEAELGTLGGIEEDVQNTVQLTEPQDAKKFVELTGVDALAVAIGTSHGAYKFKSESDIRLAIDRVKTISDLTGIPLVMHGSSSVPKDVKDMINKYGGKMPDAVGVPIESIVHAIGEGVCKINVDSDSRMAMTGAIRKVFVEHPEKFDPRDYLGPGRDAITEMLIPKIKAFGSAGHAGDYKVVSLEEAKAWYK
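40 nM FBPA preincubated 10 min at RT with compound (up to 57.5 uM final), then substrate plus GAPDH/TPI/NAD/arsenate coupling and diaphorase/resazurin added. Fluorescence read after 20 min at RT, 525/598 nm.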
AMA1 RON2 block – inhibitors of Plasmodium falciparum AMA1-RON2 interaction; AlphaScreen AMA1-biotinylated RON2 peptide binding; Potency, µM (series often up to 58.2 µM), for the others: at the top dose activity change, negative = inhibition, usual class: inhibitors; hit rate 0.2% among 360,000; AID 720542;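 further: potency means the concentration at half of the fitted maximal effect; 0% = vehicle wells and -100% = peptide control; nearly all actives have a fitted effect of over 45% in size; some results filed as inactive show a strong effect at the top dose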
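AMA1 (3D7) with his tag at 25 nM final met compounds first, then biotinylated RON2 peptide at 25 nM; detection used donor plus acceptor beads, 10 µg/mL apiece, read by AlphaScreen after 30 min at room temperature.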
CHX counter – counter-screen for Shiga toxin inhibitors: cycloheximide protein synthesis inhibition; cell reporter, cycloheximide protein synthesis inhibition counterscreen; max response, %; hit rate 12% among 300,000; AID 2314; in the data active means max response mostly above about 13%, no sharp cut-off; inactive means mostly below about 14%; further: read at 38.3 µM for the half of the compounds with a filed dose; 0% is about no effect
HCMV antiviral – inhibitors of human cytomegalovirus | HFF cells, HCMV-luciferase reporter, 72 h; active compounds read low | activity change, negative = inhibition, % at 57.5 µM | hit rate 4.5% among 410,000; in the data active means activity change below about -60%; inconclusive means no clear call, values can overlap the other calls; inactive means above about -39%; further: on the % scale 0 is the no-effect control and ±100 the full control effect
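Human foreskin fibroblasts infected with luciferase-reporter HCMV at MOI 1 PFU/cell, compounds at two doses. Luciferase measured 72 h post infection; normalized to buffer-only basal and Salinomycin (10uM) controls.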
Active calls of the source: *; i = inactive; ? = inconclusive; . = no result given; & = joins results of further samples; [ ] = remark or other dose. Unless noted, the call rests on the fitted dose curve; in most records, active means well fitted curve in the direction sought with a large enough effect; inconclusive means small, poorly fitted or top-dose-only effect, or another doubt; inactive means no such curve, though single readings can be large; an effect the other way counts as inactive or inconclusive.

Under each structure: AmpC inh no detg	AmpC detergent	Shiga toxin inh	FBPA Giardia inh	AMA1 RON2 block	CHX counter	HCMV antiviral
O=C1C(=O)N(Cc2cccnc2)C(c2ccccn2)/C1=C(/O)c1ccc(F)cc1 (stereo not drawn)
 : 8%	-12%	24	-1%[12.9 µM]	-6%	13	1
O=C(CCN1CCN(C(=O)c2ccco2)CC1)Nc1ccc(F)cc1
 : -17%	2%	-18	1%	-3%	-3	5
O=C(CCc1nc(-c2ccccc2F)no1)NCc1ccco1
 : -16%	-4%	7	-2%	-14%	8	45
O=C(CCSCc1ccc(Cl)cc1)NCc1cccnc1
 : -37%	-12%	-2	0%	-2%	-3	7
CNC(=O)CSc1nnc(-c2ccco2)n1-c1ccc(C)cc1
 : -8%	-9%	15	1%	9%	-5	-22
CC(C)CN1CCNC(=O)C1CC(=O)N(C)CC1CCOCC1 (stereo not drawn)
 : 9%	-8%	-15	?	-1%	0	-20
Cc1ccc(C(=O)N[C@H](C(=O)OCc2nnc(-c3ccccc3)o2)C(C)C)cc1
 : -1%	-2%	24	1%	1%	26*	-8
Cc1nnc(NC(=O)CSc2nc3ccccc3[nH]2)s1
 : -24%	-5%	9	1%	0%	16*	40
CCOC(=O)c1cc2sc(C)cc2n1C(C)C(=O)OCC (stereo not drawn)
 : 27%	-14%	-5	4%	0%	-2	-16
CC[N+]1(C)CCCC(OC(=O)C(O)(c2ccccc2)c2ccccc2)C1 (stereo not drawn)
 : -3%	-8%	-10	-1%&-2%	8%	-4	-40
CSc1ccccc1C(=O)Nc1ccccc1C(=O)N1CCCC1
 : -41%	-8%	11	3%	13%	-2	8
CCSc1ncc(Cl)c(C(=O)Nc2ccccc2OC)n1
 : -7%	3%	-6	-1%	46%[activator]	2	56
CCOc1ccccc1NC(=O)CSc1nnc2ccc(-c3ccncc3)nn12
 : -8%	?	-8	0%	-15%	1	?
O=S(=O)(NCc1ccccc1)c1cccc(S(=O)(=O)N2CCOCC2)c1
 : -4%	-1%	-16	0%	-19%	-5	?
Cc1ccc(N2CCN(/N=C/c3ccncc3)CC2)cc1
 : -7%	-13%	-2	-4%	-28%	-2	-23
CCS(=O)(=O)Nc1ccc(C2=NN(C(=O)c3ccco3)C(c3ccco3)C2)cc1 (stereo not drawn)
 : -16%	-18%	.	.	-8%	.	-34
COc1ccc(Cc2noc(CN3CCN(Cc4csc(C)n4)CC3)n2)cc1OC
 : 30%	4%	-19	-1%	22%	-1	?
CCOc1ccc(N/N=C(/C#N)C(N)=O)cc1
 : -20%	-2%	46*	-8%	-1%	31*	38
NC(=O)N/N=C/CCc1ccccc1
 : -13%	-6%	13	0%	-11%	-2	-1
CN(NC(=O)c1ccccc1)C1=NS(=O)(=O)c2ccccc21
 : -21%	-2%	-22	10%	4%	-2	19
CC1=C(C)/C(=N\OS(=O)(=O)c2ccc(C)cc2)C=CC1=O
 : -28%	0%	-6	4µM*	?	-9	-86*
CCC(C)(C)NC(=O)C(c1cccc(OC)c1OC)N(CC(C)C)C(=O)CCC(=O)Nc1cc(C)on1 (stereo not drawn)
 : 100%[activator]	1%	3	1%	2%	-8	3
CC(=O)Nc1cccc(C(=O)NCC2(N3CCCCC3)CCCCC2)c1
 : -11%	-10%	-13	-10%	-1%	0	74
COc1cccc(/C=C2/Sc3ccc(C(=O)NCCN4CCCCCC4)cc3NC2=O)c1
 : 102%[activator]	-15%	-6	-4%	4%	-3	-70*
COc1ccc(OC)c([C@@H]2OCCC=C[C@H]2C)c1
 : -6%	?	-12	-1%	5%	-4	-4
CC1(c2nnc(-c3ccc(Cl)cc3)o2)CC(c2ccncc2)=NO1 (stereo not drawn)
 : 26%	-9%	-2	-1%	-3%	-3	46
COc1ccc(C2CC(=O)Oc3cc(C)c(Cl)cc32)cc1 (stereo not drawn)
 : -10%	.	i	2%[89.2 µM]	6%	6	9
COC(=O)C1=C(C)Nc2[nH]c(=S)[nH]c(=O)c2C1c1ccc(O)cc1 (stereo not drawn)
 : -25%	5%	-12	?	84%[activator]	7	21
COC(=O)C(=O)N1CC2(C)CNCC(C)(C1)C2=O
 : -4%	3%	-3	0%	-9%	1	-5
O=C(NCCC(=O)N1O[C@@H]2C=C[C@H]1C2)OCC1c2ccccc2-c2ccccc21
 : -31%	.	.	.	26%	.	-10

New compounds follow:
Under each structure: AmpC inh no detg	AmpC detergent	Shiga toxin inh	FBPA Giardia inh	AMA1 RON2 block	CHX counter	HCMV antiviral
CC1Cc2ccccc2N1C(=O)COC(=O)c1n[nH]c(=O)c2ccccc12 (stereo not drawn)
 : -24%	0%	.	.	-4%	.	9
Cc1ccccc1Cn1nc(C)c(NC(=O)c2cc3n(n2)C(C(F)F)CC(C(F)F)N3)c1C (stereo not drawn)
 : 84%[activator]	2%	-10	3%	-2%	-5	17
COc1ccc(NC(=O)c2ccccc2NC(=O)CSc2ccccc2)cc1
 : -33%	-5%	-4	0%	?	0	-28
CN(CC(=O)Nc1ccccc1Cl)C(=O)Cn1nnc(-c2ccc(F)cc2)n1
 : ?	-15%	.	.	?	.	-14
O=C(NCc1cccc(C(F)(F)F)c1)c1cccc(S(=O)(=O)NCc2ccccc2)c1
 : -2%	-12%	-11	-2%	-1%	-2	-6
COc1cccc(/C=C2\CCC(C3CCCC3)C2=O)c1OC (stereo not drawn)
 : -1%	-1%	97*	-1%	62%[activator]	38*	-9
CC(C)(C)Cc1nnc(NC(=O)CCC2CCCCC2)s1
 : -14%	3%	-11	-2%	-20%	-1	.
O=C(COC(=O)C1CCN(C(=O)c2ccc(Cl)cc2)CC1)NC1CCS(=O)(=O)C1 (stereo not drawn)
 : -8%	-1%	21	3%	18%	8	-25
S=c1[nH]nc(-c2ccccc2Cl)n1Cc1ccccc1
 : -22%	3%	15	-2%	64%[activator]	-1	-5
Cc1cc(C)c2nc(/N=C(\N)NC(=O)c3ccccc3)nc(C)c2c1
 : -12%	?	-11	-2%	20%	-3	27
CC(C)[C@@H]1NC(=O)N(c2ccc(Oc3ccccc3)cc2)C1=O
 : 3%	?	27	-5%	6%	14	41
O=C(Nc1ccccc1C(=O)N1CCN(Cc2ccccc2)CC1)c1ccccn1
 : 0%	-11%	-7	-26%	30%	-4	62
Cc1cc(=O)oc2cc(OCC(=O)N3CC(=O)Nc4ccccc43)c(Cl)cc12
 : 0%	2%	.	.	2%	.	102
O=C(CSc1nnc(Cc2cc(=O)[nH]c(=O)[nH]2)n1-c1ccccc1)N1CCCc2ccccc21
 : 1%	1%	3	-1%	-6%	11	34
CN(C(=O)c1ccccc1OCc1ccc(F)cc1)c1c(N)n(Cc2ccccc2)c(=O)[nH]c1=O
 : 35%	0%	.	.	-8%	.	-23
CCCCS(=O)(=O)NC1=NCN(CCO)CN1
 : -14%	-2%	-6	6%	5%	1	55
CCOC(=O)NC(=O)C(=CNc1cccc(OC)c1)C(=O)NC(=O)OCC
 : -22%	-17%	-10	-4%	-2%	-4	-38
CC(C)OCCCn1c(=O)c2ccccc2n2c(CCC(=O)N3CCN(c4ccccn4)CC3)nnc12
 : 43%	2%	8	.	-15%	-2	-32
CCc1ccc(/C=N/n2c(COc3ccccc3)n[nH]c2=S)cc1
 : -31%	2%	-16	13%	84%[activator]	-4	?
O=C(Nc1ccncc1)c1ccc(F)cc1
 : -18%	-8%	4	1%	12%	8	?
CS(=O)(=O)NCc1ccc(C(=O)O)cc1
 : -6%	-5%	13	5%	11%	4	-23
O=C(NCCCCN1CCN(c2cccc(Cl)c2Cl)CC1)c1ccc2c(c1)Cc1ccccc1-2
 : .	.	-1	-3%	.	12	.
Cc1cccc(NC(=S)N=Nc2c(O)n(C)c3ccc(S(=O)(=O)N4CCOCC4)cc23)c1
 : 106%[activator]	4%	-7	-1%	34%[activator]	0	48
CCOC(=O)N1CCN(C(=O)c2ccc(S(=O)(=O)Nc3ccc(C)cc3)cc2)CC1
 : 15%	.	.	.	10%	.	-69*
CN(CC(=O)Nc1ccc(F)cc1)CC(=O)Nc1ccc(F)c(F)c1F
 : 3%	-7%	2	-9%	71%[activator]	-2	-22
COc1nc(N/N=C/c2ccccc2F)nc(N2CCCCC2)n1
 : -8%	1%	14	1%	14%	5	-17
CCC(NC(=O)c1cc(COc2ccc(F)c(F)c2)on1)c1ccncc1 (stereo not drawn)
 : 27%	-2%	52*	7%	-4%	34*	8
Cc1sc(NC(=O)CN(Cc2ccc(F)cc2)C(=O)C(C)C)c(C(N)=O)c1C
 : -13%	-12%	15	7%	29%	1	-16
COc1cc2c(C(F)(F)F)c(-c3ccsc3)oc(=O)c2cc1OC
 : 1%	.	.	.	0%	.	-9
COc1cc(NS(=O)(=O)c2ccc(NS(=O)(=O)c3ccc(C)cc3)cc2)nc(OC)n1
 : -27%	-1%	-6	.	16%	-2	-11

(further entries)
Under each structure: AmpC inh no detg	AmpC detergent	Shiga toxin inh	FBPA Giardia inh	AMA1 RON2 block	CHX counter	HCMV antiviral
CCOC(=O)CNC(=O)c1cccs1
 : -6%	-11%	21	1%	3%	1	1
O=C(Nc1c(Cl)cccc1Cl)c1ccc(-c2ccccc2)cc1
 : -16%	?	16	-1%	-3%	12	?
COC(=O)c1ccc(CSc2nnc3c(n2)[nH]c2ccccc23)cc1
 : -13%	7%	10	1%	-1%	12	?
COc1ccccc1C(=O)NC(C)c1nc2ccccc2[nH]1 (stereo not drawn)
 : -9%	?	14	4%	11%	-1	-25
CCOC(=O)C(C)Oc1cccc2c(=O)n(CC(=O)N3CCCc4ccccc43)ccc12 (stereo not drawn)
 : i	-15%	-2	10%	1%	4	3
Cn1c(=O)[nH]c(=O)c2c1nc(N1CCCC1)n2CCO
 : -6%	?	-2	6%	2%	-3	2

Some values from the results shown.
CHX counter result of `O=C(Nc1c(Cl)cccc1Cl)c1ccc(-c2ccccc2)cc1` = 12
AMA1 RON2 block result of `CCOC(=O)C(C)Oc1cccc2c(=O)n(CC(=O)N3CCCc4ccccc43)ccc12` (stereo not drawn) = 1%
FBPA Giardia inh result of `COc1ccccc1C(=O)NC(C)c1nc2ccccc2[nH]1` (stereo not drawn) = 4%

Source: PubChem (National Center for Advancing Translational Sciences (NCATS))
